APE1 inh: qHTS Assay for Inhibitors of the Human Apurinic/apyrimidinic Endonuclease 1 (APE1); DNA repair nuclease/redox regulator APEX1 (Homo sapiens), P27695; 0.35% of 350,000 active; Potency, µM (highest dose often 65.8 µM), for inactives: top-dose activity change, negative = inhibition, most hits filed as inhibitors; recombinant APE1, TAMRA/BHQ-2 abasic DNA cleavage fluorescence;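 also: potency is read from the fitted curve at half-maximal effect; plate controls were vehicle for no effect and reference inhibitor for full effect; nearly all actives have a fitted effect of over 55% in size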
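Endonuclease cleavage of a quenched abasic-site DNA duplex (50 nM) by APE1 (0.75 nM) was tracked by TAMRA dequenching. Compounds were preincubated with enzyme 15 min at room temperature; data normalized to buffer-only and DMSO wells plus NSC13755 control.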
POLI inh: qHTS for Inhibitors of Polymerase Iota; Potency, µM (highest dose often 115 µM), for inactives: at the top dose activity, negative = inhibition, usual class: inhibitors; 1% of 390,000 active; AID 588590, 2011; DNA polymerase iota (Homo sapiens), Q9UNA4; Pol iota fluorescent replication assay, 10 min; also: potency is read from the fitted curve at half-maximal effect
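Pol iota at 10 nM preincubated 15 min with compounds at room temperature; reaction started with fluorescent substrate, 50 nM final. Fluorescence read kinetically at 0 and 10 min; buffer-only wells as negative control.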
12-LOX inh: Primary qHTS assay for inhibitors of human arachidonate 12S-lipoxygenase (ALOX12): Round 2. purified 12hLO, xylenol orange hydroperoxide absorbance. 1.1% of 580,000 active. Potency, µM (titrated, usually from 108 µM), for inactives: top-dose activity change, negative = inhibition, hits mostly inhibitors. AID 1671190, 2021. Polyunsaturated fatty acid lipoxygenase ALOX12 (Homo sapiens), P18054; also: potency is read from the fitted curve at half-maximal effect; % is scaled to controls: 0 for no effect and ±100 for the full control effect
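Purified human 12hLO (150 nM final) in 25 mM Hepes, 0.01% Triton X-100, pH 7.0 was preincubated 15 min at room temperature with compound. Then 40 uM arachidonic acid was added, 30 min. Hydroperoxide was read by Fe-XO absorbance ratio 573/405 nm.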
BLM inh: qHTS Assay for Inhibitors of Bloom's syndrome helicase (BLM) | RecQ-like DNA helicase BLM (Homo sapiens), P54132 | recombinant BLM DNA unwinding, fluorescence dequenching | Potency, µM (top dose mostly 56.1 µM), for the others: top-dose activity change, negative = inhibition, hits mostly inhibitors | 0.2% of 350,000 active;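 also: potency is read from the fitted curve at half-maximal effect; plate controls were vehicle for no effect and no enzyme for full effect; nearly all actives have a fitted effect of over 35% in size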
POLB inh: qHTS Assay for Inhibitors of DNA Polymerase Beta; Potency, µM (doses to about 114 µM), inactives show at the top dose activity change, negative = inhibition, most hits filed as inhibitors; AID 485314, 2010; 1.3% of 340,000 active; Pol beta primer extension/strand displacement, fluorescence kinetic; P06746; also: potency is read from the fitted curve at half-maximal effect; % is scaled to controls: 0 for no effect and ±100 for the full control effect
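10 nM enzyme + cpd, 15 min RT; start with substrate 50 nM final; read 0 min and after 10 min RT. Corrected, normalized data; 4-parameter Hill curve fit.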
TRHR agonist: qHTS for Small Molecule Agonists and Allosteric Enhancers of Human TRH Receptor: Primary Screen for Agonists | Thyrotropin-releasing hormone receptor (Homo sapiens), P34981 | TRHR cells, calcium flux fluo-8, FDSS agonist mode | activation, % at 2 µM | 0.18% of 360,000 active; in the data active = activation above about 30%; also: 0% is about no effect
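TRHR-expressing cells, plated overnight in medium with 10% serum, were loaded with fluo-8 calcium dye at room temperature. After a 10 s baseline, library compound was pin-added and calcium release was recorded kinetically (ex 480/em 530) as agonist response.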
POLK inh: qHTS for Inhibitors of Polymerase Kappa. DNA polymerase kappa (Homo sapiens), Q9UBT6. purified Pol kappa, fluorescent DNA synthesis assay, 10 min. Potency, µM (highest dose often 107 µM), without a hit: at the top dose activity, negative = inhibition, usual class: inhibitors. 0.53% of 400,000 active. AID 588579, 2011; also: potency is read from the fitted curve at half-maximal effect; % is scaled to controls: 0 for no effect and ±100 for the full control effect
Target sequence (Q9UBT6 whole entry, looked up): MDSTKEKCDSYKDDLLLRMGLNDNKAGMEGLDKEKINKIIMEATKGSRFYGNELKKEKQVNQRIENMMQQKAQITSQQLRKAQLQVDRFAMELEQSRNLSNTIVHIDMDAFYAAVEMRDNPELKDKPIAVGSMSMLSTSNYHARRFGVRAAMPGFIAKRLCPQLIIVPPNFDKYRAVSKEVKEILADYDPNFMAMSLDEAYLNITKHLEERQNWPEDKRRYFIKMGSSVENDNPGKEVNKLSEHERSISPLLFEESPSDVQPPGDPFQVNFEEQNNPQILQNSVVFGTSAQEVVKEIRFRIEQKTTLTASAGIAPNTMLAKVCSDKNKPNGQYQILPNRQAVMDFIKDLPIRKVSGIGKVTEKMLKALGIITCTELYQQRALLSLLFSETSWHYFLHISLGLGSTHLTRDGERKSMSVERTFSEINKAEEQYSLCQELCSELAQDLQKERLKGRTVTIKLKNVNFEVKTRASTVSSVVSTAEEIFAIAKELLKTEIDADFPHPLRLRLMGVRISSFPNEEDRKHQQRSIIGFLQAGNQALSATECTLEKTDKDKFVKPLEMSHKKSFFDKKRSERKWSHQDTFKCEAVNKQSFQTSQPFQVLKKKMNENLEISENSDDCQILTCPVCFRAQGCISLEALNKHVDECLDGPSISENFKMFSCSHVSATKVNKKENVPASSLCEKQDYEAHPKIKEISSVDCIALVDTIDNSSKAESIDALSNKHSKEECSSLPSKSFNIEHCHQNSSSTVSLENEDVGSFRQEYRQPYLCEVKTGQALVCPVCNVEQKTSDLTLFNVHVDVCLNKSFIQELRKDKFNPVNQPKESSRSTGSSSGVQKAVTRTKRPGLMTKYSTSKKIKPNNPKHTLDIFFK
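50 nM final substrate added after 15 min RT preincubation of 10 nM Pol kappa with compound; fluorescence read at 0 and 10 min.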
Apoferritin bind: qHTS Assay for Identification of Novel General Anesthetics. Ferritin light chain (Equus caballus), P02791. apoferritin/1-aminoanthracene competitive binding, fluorescence. Potency, µM (doses to about 77.5 µM), without a hit: at the highest dose activity change, negative = displacement, most hits filed as inhibitors. 0.074% of 350,000 active. AID 485281, 2010; also: potency is read from the fitted curve at half-maximal effect; % is scaled to controls: 0 for no effect and ±100 for the full control effect; nearly all actives have a fitted effect of over 20% in size
Target sequence (P02791 2-175 limits assumed): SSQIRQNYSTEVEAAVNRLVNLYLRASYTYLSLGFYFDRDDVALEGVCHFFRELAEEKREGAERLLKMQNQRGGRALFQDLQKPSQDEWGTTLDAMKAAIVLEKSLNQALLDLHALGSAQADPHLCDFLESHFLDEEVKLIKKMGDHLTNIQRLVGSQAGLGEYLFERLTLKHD
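Horse-spleen apoferritin (10 uM) in 50% saturated 1-aminoanthracene in PBS was incubated 10 min at room temperature with compound. Fluorescence (ex 380, em 535 nm) was normalized to free and bound 1-AMA, with concentration-response fitted by a four-parameter Hill equation.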
ERG Ets-DNA blk: qHTS for Small Molecule Inhibitors of the ERG Ets/DNA interaction | Transcriptional regulator ERG (Homo sapiens), P11308 | 0.028% of 370,000 active | fluorescence polarization, His-ERG Ets domain / labelled DNA | AID 624246, 2012 | Potency, µM (doses to about 76.9 µM), inactives show at the top dose FP activity, negative = inhibition, actives largely listed as inhibitors; active = well fitted inhibition curve with a large enough effect in the polarisation, with a control signal flat; inconclusive = small, poorly fitted or top-dose-only effect, or effect the other way, or a change in a side signal; inactive = no such curve, though single readings can be large or run the other way; the % refers to the polarisation;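 also: polarization taken with two DNA probes labelled with fluorescein and Texas red; potency is read from the fitted curve at half-maximal effect; % of control where 0% means no effect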
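His-tagged ERG Ets domain (1 uM in the protein solution; 300mM KCl, 50mM Tris-HCl, 1mM EDTA, 1mM DTT, pH 7.5) received compound, then a probe mix of 5 nM fluorescein-DNA and 100nM Texas-615-DNA. Fluorescence polarization was read for both dyes.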
* marks the source's active call; other numbers are inactive results; ? = inconclusive; . = not tested or not shown; [ ] = dose if it differs, or a comment. Unless noted, calls follow the shape of the dose curve; as a rule, active = well fitted curve in the direction sought with a large enough effect; inconclusive = small, poorly fitted or top-dose-only effect, or another doubt; inactive = no such curve, though single readings can be large; an effect the other way counts as inactive or inconclusive. The list is partial. The share of hits here may be higher or lower than overall.

No.	structure	APE1 inh	POLI inh	12-LOX inh	BLM inh	POLB inh
1	Cc1ccc(NC(=S)NNC(=O)Cn2nc([N+](=O)[O-])cc2C)cc1	-6%	5%	0%	0%	-1%
2	Clc1cc(NC2CCCCC2)ncn1	46%[activator]	179%[activator]	-20%	-7%	3%
3	Cc1ccc(-n2c(=O)c3cccnc3n2CC(=O)Nc2ccccc2C(F)(F)F)cc1C	.	-1%	0%	-3%	-1%
4	CCN(CC)c1ccc(C(=S)NCc2ccccc2)cc1	4%	-8%	1%	-11%	39%
5	O=C(NCc1cnn(-c2ccc(F)cc2)c1)C1CCC(=O)N(C2CC2)C1 (stereo not drawn)	0%	22%	0%	1%	29%
6	CCOc1ccc(NC(=O)C2CC(=O)OC2c2ccccc2)cc1 (stereo not drawn)	-4%	75%[activator]	-2%	-1%	-27%
7	Cc1ccc(NC(=O)CSc2ncccn2)cc1F	34%[activator]	9%	0%	-6%	20%
8	O=Nc1c(O)n(Cc2ccccc2)c2ccccc12	-2%	-13%	47%[activator]	-2%	4%
9	CCOC(=O)c1[nH]nc(C(=O)c2ccc(Br)cc2)c1O	-1%	17%	0%	-3%	21%
10	COc1nc(-c2ccc(C)cc2)ccc1-c1noc(-c2ccco2)n1	-2%	?	-21%	-3%	-1%
11	CCSC1=C(C#N)C(c2ccc(Cl)cc2)C2=C(CCCC2=O)N1 (stereo not drawn)	-2%	1%	?	-3%	-19%
12	Cc1ccc(C(=O)/C=C/c2cn(CC(O)CN3CCCCCC3)c3ccccc23)cc1 (stereo not drawn)	.	-11%	?	-7%	1%
13	CCOCCCNc1nc2cc(OC)c(OC)cc2c2nc(-c3ccccc3)nn12	.	-21%	-2%	-2%	14%
14	CC(C)(CO)N=Cc1c(O)[nH]c2ccccc12	2%	10%	.	-1%	6%
15	COc1ccc(CN2C=C3C(=O)C(C)(OC(=O)CCc4ccccc4)C(=O)C=C3C=C2c2ccc(C#N)cc2)cc1 (stereo not drawn)	-3%[12.4 µM]	71%[activator]	-13%	-4%[12.4 µM]	-2%

No.	TRHR agonist	POLK inh	Apoferritin bind	ERG Ets-DNA blk
1	-0.5	-5%	-8%	-3%
2	-1.2	6%	-20%	-4%
3	0.4	-7%	138%[activator]	-16%
4	-0.4	0%	-12%	-3%
5	0.8	-2%	-1%	-3%
6	0.0	-12%	-12%	4%
7	0.0	-23%	-9%	3%
8	-0.7	-6%	-21%	-1%
9	0.1	3%	-6%	-2%
10	0.2	-1%	-23%	-6%
11	-2.9	-7%	6%	6%
12	3.7	-22%	0%	3%
13	-0.6	8%	2%	-5%
14	2.3	-3%	-16%	-1%
15	-0.2	11%	-7%	1%

Retrieved by compound from the entries so far (4):
No.	structure	APE1 inh	POLI inh	12-LOX inh	BLM inh	POLB inh
10	COc1nc(-c2ccc(C)cc2)ccc1-c1noc(-c2ccco2)n1	-2%	?	-21%	-3%	-1%
2	Clc1cc(NC2CCCCC2)ncn1	46%[activator]	179%[activator]	-20%	-7%	3%
12	Cc1ccc(C(=O)/C=C/c2cn(CC(O)CN3CCCCCC3)c3ccccc23)cc1 (stereo not drawn)	.	-11%	?	-7%	1%
3	Cc1ccc(-n2c(=O)c3cccnc3n2CC(=O)Nc2ccccc2C(F)(F)F)cc1C	.	-1%	0%	-3%	-1%

No.	TRHR agonist	POLK inh	Apoferritin bind	ERG Ets-DNA blk
10	0.2	-1%	-23%	-6%
2	-1.2	6%	-20%	-4%
12	3.7	-22%	0%	3%
3	0.4	-7%	138%[activator]	-16%

Other structures.
No.	structure	APE1 inh	POLI inh	12-LOX inh	BLM inh	POLB inh
16	COc1cccc(NC(=S)/C(=C(\[O-])c2ccc([N+](=O)[O-])cc2)[n+]2ccccc2)c1	-7%	65%[activator]	10%	-2%	-2%
17	Cc1ccc(-c2cc(C(=O)n3cnc4ccccc43)c3ccccc3n2)cc1C	-10%	-6%	-28%	-4%	24%
18	COc1ccc2sc(N3C(=O)CC(Cc4cccc(C)c4)C3=O)nc2c1 (stereo not drawn)	-5%	?	-7%[57.4 µM]	1%	0%
19	Oc1ccc(N2CCN(Cc3ccc(OCCCN4CCCCC4)cc3)CC2)cc1	2%	35%[activator]	?	-9%	3%
20	CC(=O)N(Cc1ccco1)C1(C(=O)NC2CCCC2)CCCCC1	-2%	26%	0%	-2%	0%
21	CCCCn1c(O)c(/C=C2\C=NN=C2c2ccccc2)sc1=S	7%	37%[activator]	-10%	0%	21%
22	Cc1ccsc1C(=O)Nc1nc2ccccc2[nH]1	-1%	0%	15%	-6%	-4%
23	COc1ccc(CCN(Cc2cc3ccc(C)cc3n3nnnc23)C(C)=O)cc1OC	-2%	10%	-2%	1%	-21%
24	CC/C(=N/O)C(=O)c1ccc(Br)cc1	-2%	43%[activator]	-28%	-2%	10%
25	COc1ccc(C(=O)Nc2sc3c(c2C#N)CCN(C(C)=O)C3)cc1	-6%	27%	-7%	-12%	7%
26	Cc1cccc(C(C)(C)C)c1OCCn1ccnc1	2%	9%	0%	-4%	-5%
27	C=CCn1c(=NC(=O)c2ccco2)sc2cc(C(=O)OCC)ccc21	-5%	1%	0%	-10%	24%
28	CN(C)CCn1c2c(c(SCC(=O)NCc3ccccc3)nc1=O)CCCC2	-9%	-3%	-3%	.	.
29	CSc1ncc(C(=O)NCc2cccc(F)c2)c(-c2ccccc2)n1	.	-6%	-22%	-2%	31%
30	Cc1ccc(-n2c(-c3ccncc3)n[nH]c2=S)cc1	3%	-12%	-9%	-4%	13%

No.	TRHR agonist	POLK inh	Apoferritin bind	ERG Ets-DNA blk
16	-0.7	-1%	?	-7%
17	-0.2	-16%	-17%	-5%
18	-0.7	-10%[60.1 µM]	-7%	.
19	0.1	-7%	-7%	8%
20	0.1	6%	-7%	-1%
21	1.6	-9%	0%	3%
22	0.2	6%	-4%	-5%
23	0.5	10%	-12%	-1%
24	-1.0	-14%	-24%	5%
25	0.4	-3%	-12%	8%
26	-0.1	-3%	1%	4%
27	-0.1	-1%	-7%	-12%
28	0.4	-7%	.	-9%
29	0.0	-11%	-6%	2%
30	-0.7	-5%	-4%	13%

(further entries)
No.	structure	APE1 inh	POLI inh	12-LOX inh	BLM inh	POLB inh
31	Cc1cccc(-n2ccnc2SCC(=O)Nc2ccccc2C(F)(F)F)c1	.	18%	-21%	-2%	-19%
32	COc1ccc(-c2nn[nH]n2)cc1OC	-2%	8%	3%	2%	0%
33	O=C1C2C(c3ccccc3)C=CC(c3ccccc3)C2C(=O)N1c1cccnc1 (stereo not drawn)	7%	11%	18%	0%	-10%
34	COCCN(C(=O)CSCc1ccccc1)c1c(N)n(Cc2ccccc2)c(=O)[nH]c1=O	-5%	19%	-1%	-2%	5%
35	Cc1cc(NC(=O)CCC(=O)N(CC(=O)NC2CCCC2)c2cccc(F)c2)no1	50%[activator][12.4 µM]	-12%	8%	-2%	7%
36	Cc1ncc([N+](=O)[O-])n1Cc1ccc(Br)cc1	3%	-20%	-1%	1%	80%
37	CCn1c(COc2cccc(OC)c2)nnc1SCC(=O)Nc1cc(OC)ccc1OC	-3%	6%	5%	-5%	-1%
38	CCN(CC)S(=O)(=O)c1ccc2c(c1)nc(SCC(=O)NC1CC1)n2-c1ccccc1OC	14%	7%	126%[activator]	-5%	24%
39	CCn1c(=O)c(CCC(=O)NCC2CCCO2)c(C)c2c(C)nn(-c3ccc(C)cc3)c21 (stereo not drawn)	38%	11%	15%	-3%	0%
40	CCOc1ccc(-c2nnc(NC3=NCCCCC3)o2)cc1	-2%	8%	345%[activator]	-5%	13%
41	O=C(NCC1CCCO1)c1ccc(NC(=O)c2cccc([N+](=O)[O-])c2)cc1 (stereo not drawn)	13%	-25%	-12%	-2%	-2%
42	Cc1cc(NC(=O)COC(=O)C2CC(=O)N(c3cccc(C)c3C)C2)no1 (stereo not drawn)	8%[12.4 µM]	173%[activator]	5%	2%	15%
43	Cc1ccnc(NC(=O)C(C)N2C(=O)c3ccccc3C2=O)c1 (stereo not drawn)	4%	43%[activator]	-8%	-2%	2%
44	COc1ccccc1NC(=O)N1CCCC1C(=O)NCCc1ccccc1 (stereo not drawn)	-1%	1%	-2%	1%	4%

No.	TRHR agonist	POLK inh	Apoferritin bind	ERG Ets-DNA blk
31	-0.4	-8%[60.1 µM]	6%	12%
32	0.3	-5%	-14%	-11%
33	0.4	0%	2%	-1%
34	0.1	-4%	-7%	-5%
35	-0.9	-6%	-10%	-4%
36	0.2	2%	-13%	-2%
37	0.3	-1%	-12%	1%
38	1.0	-7%	-10%	2%
39	-0.2	4%	-1%	3%
40	0.2	-4%	?	0%
41	0.9	?	-8%	-11%
42	-0.4	0%	-6%	-4%
43	0.8	-6%	-10%	1%
44	-0.3	-2%	0%	3%
